Screens (PubChem)
AI-2 QS mod = modulators of Vibrio harveyi AI-2 quorum sensing system; Vibrio harveyi JMH597 AI-2 luminescence/OD600 ratio, 9 h; active compounds read low; strain lacks LuxN and CqsS sensors; 0 = neutral-control median; activity change, % at 7.5 µM; 300,000 compounds, 0.4% hits; in the data active = activity change below about -75%, passing the limit was not always enough;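 note: luminescence divided by OD600 gain over 9 h not by final OD600 alone; inactives centre near 13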
MrgX1 ag = agonists of human MrgX1 receptor; Q96LB2; MrgX1-HEK293 cells, Fluo-4 calcium fluorescence, agonist mode; active compounds read high; B-score at 10 µM; 310,000 compounds, 0.44% hits; AID 588627;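 active = calcium response B-score plate-corrected fluorescence ratio at least 3 library SD, with starting fluorescence B-score inside 5 SD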
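Test system: Stable human MrgX1 HEK293 cell line | Schedule: Overnight plating before 1 h dye loading | Read-out basis: Baseline-normalised fluorescence change ratio, B-scored | Detection: Kinetic calcium dye fluorescence, Fluo-4 NW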
PolyA inhibitor = blocks polyadenylation in yeast reporter cells. S. cerevisiae SKY197-pL101 polyadenylation reporter, beta-gal luminescence; efflux-impaired pdr1/pdr3 knockout yeast; score 100 = 6 SD above DMSO. calls only at 12 µM. 300,000 compounds, 0.02% hits. AID 1875;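 active = lowest replicate activity score at least 50, where 100 means six control SD above control mean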;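 note: yeast exposed to compound for 9 h at 30 °C; higher score means more reporter readthrough which indicates perturbed polyadenylation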
MrgX1 antag = antagonists of human MrgX1 receptor | Q96LB2 | MRGX1-HEK293 calcium flux, Fluo-4, BAM8-22 antagonism; active compounds read low | B-score at 10 µM | 310,000 compounds, 1.3% hits;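 active = calcium-response B-score plate-corrected more than 3 library SD below zero, starting fluorescence within 5 deviations, no agonist response on first addition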;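 note: peak minus trough fluorescence over baseline after final BAM8-22 challenge near maximal dose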
MrgX1 allo act = human MrgX1 positive allosteric modulation, primary screen; Q96LB2; MrgX1-HEK293, Fluo-4 calcium flux, FDSS; active compounds read high; B-score at 10 µM; 310,000 compounds, 0.63% hits; AID 588675;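 active = plate-corrected calcium response at least 3 library SD above typical, normal starting fluorescence, not activating the receptor alone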;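 note: compound read alongside a low EC10 to EC30 dose of BAM8-22 agonist; peak minus trough fluorescence over baseline measured at the second addition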
TRPC6 act = activators of mouse TRPC6 channel; Q61143; HEK293-TRPC6 membrane potential dye fluorescence; active compounds read high; B-score at 10 µM; 310,000 compounds, 0.13% hits;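 active = B-score of the integrated fluorescence ratio above library mean plus 3 SD, and starting fluorescence ratio within library mean plus 5 SD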;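 note: higher score means more depolarization so channel activation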
HIF activator = HIF pathway transcriptional activation | AID 1910 | activation, % at 7.5 µM (by protocol) | 300,000 compounds, 0.32% hits | U2OS HRE-luciferase reporter, luminescence; normalized: DMSO 0%, desferrioxamine 100%;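 active = mean activation of at least 10% of the iron chelator positive control signal, with at least half of replicates also reaching 10%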
TRPC4 potent = allosterically enhances the mouse TRPC4 cation channel; 310,000 compounds, 0.42% hits; AID 2227; B-score at 10 µM; Q9QUQ5; HEK293 TRPC4beta/mu-opioid, DAMGO EC20, Fluo-4 Ca2+ flux; active compounds read high;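 active = B-score of calcium response area above 5 SD of library B-scores, with initial fluorescence ratio within 5 SD of library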;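 note: B-score of integrated fluorescence ratio over time as area under calcium response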
Target sequence (Q9QUQ5 whole entry, looked up): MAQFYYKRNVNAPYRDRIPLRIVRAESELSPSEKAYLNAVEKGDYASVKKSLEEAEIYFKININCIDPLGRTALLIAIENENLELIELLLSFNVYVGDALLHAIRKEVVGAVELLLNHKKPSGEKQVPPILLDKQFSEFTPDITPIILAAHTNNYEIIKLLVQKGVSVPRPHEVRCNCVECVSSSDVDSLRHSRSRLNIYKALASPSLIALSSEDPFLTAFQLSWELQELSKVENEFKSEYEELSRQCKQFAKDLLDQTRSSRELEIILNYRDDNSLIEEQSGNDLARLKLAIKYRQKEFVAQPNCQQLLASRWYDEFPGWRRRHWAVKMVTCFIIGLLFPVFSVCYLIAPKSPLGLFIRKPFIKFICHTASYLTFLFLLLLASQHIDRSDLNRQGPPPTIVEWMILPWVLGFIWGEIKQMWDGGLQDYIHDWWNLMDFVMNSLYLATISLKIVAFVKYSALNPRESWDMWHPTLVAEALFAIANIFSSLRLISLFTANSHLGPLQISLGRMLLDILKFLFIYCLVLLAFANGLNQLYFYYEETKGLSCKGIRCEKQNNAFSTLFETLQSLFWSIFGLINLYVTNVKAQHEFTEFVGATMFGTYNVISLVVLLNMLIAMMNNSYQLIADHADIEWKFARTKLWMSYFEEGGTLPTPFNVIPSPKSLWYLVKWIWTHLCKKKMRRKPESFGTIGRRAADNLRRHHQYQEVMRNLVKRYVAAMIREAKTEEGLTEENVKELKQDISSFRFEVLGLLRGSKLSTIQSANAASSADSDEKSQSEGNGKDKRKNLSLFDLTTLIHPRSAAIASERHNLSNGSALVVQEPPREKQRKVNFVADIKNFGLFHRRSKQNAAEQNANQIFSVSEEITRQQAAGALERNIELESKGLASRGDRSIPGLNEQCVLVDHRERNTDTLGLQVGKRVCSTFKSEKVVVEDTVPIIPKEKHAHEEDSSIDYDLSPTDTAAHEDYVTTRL
TRPC4 agonist = opens the mouse TRPC4 cation channel; 310,000 compounds, 0.49% hits; B-score at 10 µM; AID 2237; HEK293 TRPC4beta/mu-opioid, Fluo4 calcium fluorescence; active compounds read high;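 active = B-score above 5 SD of library B-scores, and initial fluorescence ratio not above library mean plus 5 SD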;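 note: positive B-score marks a calcium rise read as TRPC4 activation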
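Material: TRPC4beta and mu-opioid receptor HEK293 stable cells | Incubation: 45 min room-temperature Fluo4 loading, 110 s read | Detection: Kinetic Fluo4 calcium fluorescence | Measure: Integrated baseline-normalised fluorescence ratio, converted to per-well B score | Benchmarks: Low control buffer alone, high control maximal DAMGO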
TRPC4 block = TRPC4 (mouse) channel inhibition; Q9QUQ5; HEK293 TRPC4beta/mu-opioid, DAMGO-evoked Fluo4 calcium flux; active compounds read low; B-score at 10 µM; 300,000 compounds, 0.39% hits; AID 2247;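 active = B-score over 3 SD under the library average, no early fluorescence shift, positive overall ratio signal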
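test system = HEK293 cells with stable TRPC4beta plus mu-opioid receptor expression | detection = Fluo4 Ca2+ flux fluorescence | read-out = integrated fluorescence ratio relative to baseline, converted to per-well B score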
TRPC6 inhibitor = mouse TRPC6 channel inhibition; Q61143; HEK293-TRPC6, membrane potential dye, ACh-evoked depolarization; active compounds read low; B-score at 10 µM; 310,000 compounds, 1.1% hits; AID 2553;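 active = B-score under library mean minus 3 SD, initial fluorescence not abnormally high, positive integrated signal ratio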;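 note: B-score derived from integrated fluorescence ratio over the kinetic read; more negative B-score means stronger inhibition of depolarization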
* marks the source's active call; other numbers are inactive results; i = inactive; / = no result given.

nr	canonical_smiles	AI-2 QS mod	MrgX1 ag	PolyA inhibitor	MrgX1 antag	MrgX1 allo act	TRPC6 act	HIF activator	TRPC4 potent	TRPC4 agonist	TRPC4 block	TRPC6 inhibitor
1	COc1cccc(-c2cc3nc(-c4ccccc4)cc(N4CCCC(O)C4)n3n2)c1 (stereo not given)	4	i	i	i	i	i	0.0	i	i	i	i
2	CC(C)OC(=O)CSc1nnc2c(n1)[nH]c1ccc(F)cc12	22	i	i	i	i	i	0.0	i	i	i	i
3	COc1ccccc1-n1c(SCC(=O)NC2CCCCC2)nc2c(c1=O)SCC2	32	i	i	i	i	i	-0.2	i	i	i	i
4	CCc1nnc(NC(=O)CCC(=O)N2CCN(c3ccccn3)CC2)s1	38	i	i	i	i	i	0.2	i	i	i	i
5	Cn1cccc1/C=C1\CCC/C(=C\c2cccn2C)C1=O	-1	38*	i	i	i	35*	4.2	i	i	i	i
6	Cc1[nH]c2ccccc2c1C(=O)CSc1nc2ccccc2[nH]1	14	i	i	i	i	i	4.8	i	i	i	i
7	Cc1ccc(C(=O)ONc2ccc(N=NC(=O)c3ccccc3O)cc2)cc1	-21	i	i	i	i	i	0.7	i	i	/	i
8	O=C(CC1Nc2ccccc2NC1=O)Nc1ccccc1NC(=O)CC1Nc2ccccc2NC1=O (stereo not given)	0	i	i	i	i	i	-0.3	i	i	i	i
9	CC(=O)c1cc(-c2ccccc2)n(CCC(=O)NC2CCCCCC2)c1C	28	i	i	i	i	i	0.1	i	i	i	i
10	N#Cc1c(-c2ccc(F)cc2)nc(-c2ccccc2)[nH]c1=O	21	i	i	i	i	i	-0.2	i	i	i	i
11	O=C(OCc1ccccc1)C1=NNC2C(=O)N(Cc3ccccc3)C(=O)C12 (stereo not given)	13	i	i	i	i	i	0.5	i	i	i	i
12	CCOCCCNc1nc(-c2ccccc2)nc2ccccc12	25	i	i	i	i	i	-0.7	i	i	i	i
13	O=C(Cn1c(=O)sc2ccccc21)Nc1ccc(S(=O)(=O)N2CCCCC2)cc1	-90*	i	i	i	i	i	-1.0	i	i	i	i
14	COc1ccccc1OCCSc1nnnn1-c1ccc(C)cc1	27	i	i	i	i	i	1.6	i	i	i	i
15	CCCCNC(=O)C1CCC(CNS(=O)(=O)c2cccc3nsnc23)CC1 (stereo not given)	11	i	i	i	i	i	-0.1	i	i	i	i
16	COc1cccc(-c2nnc(SCC(=O)Nc3ccc(S(N)(=O)=O)cc3)n2C)c1	17	i	i	i	i	i	-0.5	i	i	i	i
17	O=S(=O)(c1cccc(F)c1)N1CCC(CO)(Cc2cccc(F)c2)CC1	13	i	i	i	i	i	0.9	i	i	i	i
18	COc1ccc(C(=O)N/N=C(\C)CC(=O)Nc2ccccn2)cc1OC	1	i	i	i	i	i	0.1	i	i	i	i
19	Cc1cc(C)nc(/N=C(\NC(=O)C(C)(C)C)Nc2ccc(F)cc2)n1	13	i	i	i	i	i	-0.4	i	i	i	i
20	O=S(=O)(NCc1cccs1)c1cccc2cccnc12	3	i	i	i	i	i	0.5	i	i	i	i
21	COc1cc(/C(C)=N/Nc2ccc(C(=O)O)cc2)cc(OC)c1OC	11	i	i	i	i	i	0.4	i	i	i	i
22	C=CCn1c(SC(C)C(=O)Nc2ccc(Cl)cn2)nnc1C1CC1 (stereo not given)	5	i	i	i	i	i	-29	i	i	i	i
23	O=C(NC1CCCc2ccccc21)c1cccc(S(=O)(=O)N2CCOCC2)c1 (stereo not given)	6	i	i	i	i	i	-0.7	i	i	i	i
24	COCC1CCN(Cc2nc(-c3cccs3)no2)C1 (stereo not given)	9	i	i	i	i	i	0.9	i	i	i	i
25	N#CC(c1ccc(O)cc1)N1CCCCC1 (stereo not given)	30	i	i	i	i	i	-0.1	i	i	i	i
26	O=C(Nc1ccc(Br)cc1)c1cccc(N2C(=O)C3C4CCC(C4)C3C2=O)c1 (stereo not given)	4	i	i	i	i	i	0.0	i	i	i	i
27	COc1ccccc1OC(C)C(=O)Nc1ccc(S(=O)(=O)N2CCN(C)CC2)cc1 (stereo not given)	7	i	i	i	i	i	0.3	i	i	i	i
28	CCN(CC)S(=O)(=O)c1cccc(NC(=O)CNc2cccc(S(=O)(=O)N3CCCC3)c2)c1	18	i	i	i	i	i	1.5	i	i	i	i
29	COc1cccc2sc(NC(=O)c3ccc(S(=O)(=O)N4CCOCC4)cc3)nc12	14	i	i	i	i	i	0.1	i	i	i	i
30	O=C(CSc1ccc2ccccc2n1)c1ccccc1	-6	i	i	i	i	i	1.5	i	i	i	i
31	O=S(=O)(Nc1cccc(-c2cn3cccnc3n2)c1)c1ccc(Cl)cc1	21	i	i	i	i	i	-1.0	i	i	i	i
32	c1ccc2sc(NC3=NCN(C4CCCCCC4)CN3)nc2c1	/	i	i	i	i	i	-0.4	i	i	i	i

A second format for some results above:
Each structure is followed by: AI-2 QS mod | MrgX1 ag | PolyA inhibitor | MrgX1 antag | MrgX1 allo act | TRPC6 act | HIF activator | TRPC4 potent | TRPC4 agonist | TRPC4 block | TRPC6 inhibitor
#27 COc1ccccc1OC(C)C(=O)Nc1ccc(S(=O)(=O)N2CCN(C)CC2)cc1 (stereo not given)
→ 7 | i | i | i | i | i | 0.3 | i | i | i | i
#28 CCN(CC)S(=O)(=O)c1cccc(NC(=O)CNc2cccc(S(=O)(=O)N3CCCC3)c2)c1
→ 18 | i | i | i | i | i | 1.5 | i | i | i | i

(listing goes on)
nr	canonical_smiles	AI-2 QS mod	MrgX1 ag	PolyA inhibitor	MrgX1 antag	MrgX1 allo act	TRPC6 act	HIF activator	TRPC4 potent	TRPC4 agonist	TRPC4 block	TRPC6 inhibitor
33	COc1cc(/C=N/OCC(=O)Nc2cc(C)cc(C)c2)ccc1OCc1ccc(Cl)cc1	20	i	i	i	i	i	2.5	i	i	i	i
34	O=c1cc(CO)oc(CN2CCC(Cc3ccccc3)CC2)c1O	20	i	i	i	i	i	0.0	i	i	i	i
35	COc1ccc(C(=O)NC(C)CCc2ccccc2)cc1[N+](=O)[O-] (stereo not given)	13	i	i	i	i	i	-0.4	i	i	i	i
36	COc1ccc(NC(=O)C2CC(=O)N(CCc3ccc(Cl)cc3)C2)cc1 (stereo not given)	20	i	i	i	i	i	-0.5	i	i	i	i
37	Fc1ccccc1Nc1nc(N2CCOCC2)nc(N2CCOCC2)n1	6	i	/	i	i	i	-1.9	i	i	i	i
38	Cc1ccc(C)c(N(C)C(=O)c2coc(=O)c3ccccc23)c1	13	i	i	i	i	i	0.4	i	i	i	i
39	CCN(CC)CCNc1ncnc2c1sc1nc(N3CCCC3)c3c(c12)CC(C)(C)OC3	-6	i	i	i	i	i	-0.8	i	i	i	i
40	CC(=O)Nc1ccc(S(=O)(=O)Nc2nnc(C(C)C)s2)cc1	15	i	i	i	i	i	-0.4	i	i	i	i
41	CC(NC(=O)Cn1cc(C(=O)C2CC2)c2ccccc21)c1ccccc1 (stereo not given)	17	i	i	i	i	i	-1.0	i	i	i	i
42	CCCCn1c(=O)[nH]c(=O)c2c1nc(-c1ccc(CC)c([N+](=O)[O-])c1)n2C	13	i	i	i	i	i	-0.3	i	i	i	i
43	COc1ccccc1NC(=O)CCSCCC(=O)Nc1ccccc1OC	13	i	i	i	i	i	0.3	i	i	i	i
44	O=C(CN1CCCCC1)N1CCCc2ccccc21	9	i	i	i	i	i	90*	i	i	i	i
45	CCOC(=O)C1(CC2CC2)CCN(C(=O)c2cc(C)nc3ccc(CC)cc23)CC1	12	i	i	i	i	i	1.1	i	i	i	i
46	CC1=C(C(=O)OC(C)C)C(c2ccc(C)o2)NC(=O)N1 (stereo not given)	4	i	i	i	i	i	-0.3	i	i	i	i
47	CC(=O)Nc1ccc(N=Nc2ccc(O)cc2)cc1	29	i	i	i	i	i	2.2	i	i	i	i
48	O=C(Cn1ncc(N2CCCC2)c(Cl)c1=O)c1ccc(Cl)cc1	-35	i	i	i	i	i	-0.2	i	i	i	i
49	CC(=O)c1ccc(OCC(=O)NC2CCS(=O)(=O)C2)cc1 (stereo not given)	29	i	i	i	i	i	-0.4	i	i	i	i
50	Cc1nn(CC(=O)NCCc2ccco2)c(=O)c2nn(-c3ccccc3)c(C)c12	9	i	i	i	i	i	0.2	i	i	i	i
51	O=C(c1ccc(Br)c(S(=O)(=O)N2CCCCC2)c1)N1CCCCC1	5	i	i	i	i	i	0.6	i	i	i	i
52	O=C(NC(=S)Nc1ccc2oc(=O)ccc2c1)c1cccc(Cl)c1	16	i	i	i	i	i	0.7	i	i	i	i
53	O=C(O)c1ccc(-c2nnn(Cc3cccc(C(F)(F)F)c3)n2)cc1	44	i	i	i	i	i	-0.5	i	i	i	i
54	CCOC(=O)C1CCN(C(=O)c2ccc3c(c2)OCO3)CC1	11	i	i	i	i	i	-0.5	i	i	/	i
55	CC1CC(C)CN(C(=O)c2ccc3nc[nH]c3c2)C1 (stereo not given)	13	i	i	i	i	i	0.1	i	i	i	i
56	COc1cccc(NC(=O)CN2CCN(S(=O)(=O)c3ccc(C(C)C)cc3)CC2)c1	11	i	i	i	i	i	0.4	i	i	i	i
57	COc1cc2[nH]c(=S)nc(NCCC(C)C)c2cc1OC	26	i	i	i	i	i	0.0	i	i	i	i
58	CC(=O)N1CCCN(Cc2cn(-c3cc(C)ccc3C)nc2-c2ccccc2)CC1	23	i	i	i	i	i	0.1	i	i	i	i
59	CC1=[N+]([O-])C(C)(C)C(c2ccc(Br)cc2)=[N+]1[O-]	4	i	i	i	i	i	0.0	i	i	i	i
60	CC1Cc2ccccc2N1CC(=O)Nc1ccc(S(N)(=O)=O)cc1 (stereo not given)	1	i	i	i	i	i	-0.2	i	i	i	i
61	O=C(COc1ccc(Cl)cc1)NCCSCc1cccc(Cl)c1	8	i	i	i	i	i	-0.9	i	i	i	i
62	COc1cc2nc(Nc3ccc(C)c(C)c3)nc(N)c2cc1OC	0	i	i	i	i	i	0.9	i	i	i	i
63	COCC(C)N1CCC(n2nccc2NC(=O)CCCc2ccccc2)CC1 (stereo not given)	8	i	i	i	i	i	-0.1	i	i	i	i
64	O=C(Nc1ccccn1)c1onc2c1CCCC2	40	i	i	i	i	i	-5.9	i	i	i	i
65	Cc1ccc2nc(N3CCN(Cc4nnnn4Cc4ccccc4)CC3)c(C#N)cc2c1	13	i	i	i	i	i	0.3	i	i	i	i
66	O=C(NC(=S)N(Cc1ccccc1)Cc1ccccc1)C1CCCCC1	29	i	i	i	i	i	-39	i	i	i	i

The list is partial. The share of hits here may be higher or lower than overall.
